CHO-K1 Ca antag: nonselective inhibitor or artifact in parental CHO-K1 cells; ATP-induced calcium, Fluo-8 fluorescence; inhibition, % at 3 µM; actives 0.6% (n = 360,000); AID 602250;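 active means inhibition above a per-plate cutoff, the plate's mean sample inhibition plus 3 SD, cut at about 24% in these data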;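 further: 0% = DMSO plus EC80 ATP and 100% = DMSO alone without ATP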
TAAR1 antagonist: human TAAR1 antagonists, primary screen, Fluo-8 calcium fluorescence, CHO RD-HGA16 cells; Trace amine-associated receptor 1 (Homo sapiens), Q96RJ0; antagonist; inhibition, % at 3 µM; actives 1.5% (n = 360,000);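 active means inhibition above a per-plate cutoff, the mean inhibition of test compounds on that plate plus 3 SD, cut at about 49% in these data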;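 further: 0% = DMSO plus EC80 beta-PEA response and 100% = DMSO alone without agonist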
Target sequence (Q96RJ0 whole entry, looked up): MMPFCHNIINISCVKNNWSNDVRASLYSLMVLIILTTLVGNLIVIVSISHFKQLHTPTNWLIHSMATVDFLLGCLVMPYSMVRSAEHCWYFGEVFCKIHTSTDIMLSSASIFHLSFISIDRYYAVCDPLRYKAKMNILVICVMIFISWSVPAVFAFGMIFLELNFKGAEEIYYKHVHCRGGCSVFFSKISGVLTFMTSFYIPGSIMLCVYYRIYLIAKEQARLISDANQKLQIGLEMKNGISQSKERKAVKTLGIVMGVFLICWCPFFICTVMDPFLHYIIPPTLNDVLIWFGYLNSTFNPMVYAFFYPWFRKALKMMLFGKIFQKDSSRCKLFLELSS
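Material: CHO RD-HGA16 cells bearing hTAAR1; compound dosing: one-point dosing, 3 µM nominal final; schedule: dye loading 75 min at 37 °C, then 30 min room temperature; measured by: calcium fluorescence with Fluo-8; control set: vehicle and agonist controls; replication: n of 1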
CHO parental Ca: ATP-evoked calcium signal inhibitors, parental CHO, primary screen, counter-screen for OX1R antagonist project, cell-based, fluorescence, Fluo-8 calcium dye; actives 0.63% (n = 330,000); parental CHO-K1, ATP-induced calcium, Fluo-8 fluorescence; inhibition, % at 5.6 µM;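 active means inhibition above that plate's mean sample inhibition plus 3 SD, cut at about 26% in these data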;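 further: 0% = ATP-challenged DMSO wells and 100% = DMSO wells without ATP; some compounds past the cut are filed as inactive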
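Material – parental CHO cells · Reagent – ATP stimulus · Compound – single nominal dose of 5.6 µM per compound · Detection – Fluo-8 fluorescence · Read-out basis – percent inhibition of calcium signal · Controls – ATP-challenged DMSO wells low, unchallenged DMSO wells high · Repeats – no replicates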
M1 ag parental: counter-screen for M1 agonists: effect in parental CHO-K1 cells. Fluo-8 calcium fluorescence; scaled to maximal ATP response, vehicle zero. activation, % at 3 µM. actives 0.48% (n = 360,000). AID 602248, 2012; in the data active means activation above about 15%;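 further: untransfected CHO-K1 host cells lacking M1 receptor as counterscreen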
OXTR potentiator: human OXTR potentiators, primary screen, fluorescence, CHO-OTR cells, Fluo-8 calcium | Fluo-8 calcium fluorescence, potentiator mode; 0% = oxytocin EC15, 100% = EC100 | AID 2445, 2010 | activation, % at 3 µM | actives 0.061% (n = 320,000) | Oxytocin receptor (Homo sapiens), P30559;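 active means activation above that plate's cutoff, the mean activation of tested compounds plus 3 SD, cut at about 6.6% in these data, passing the limit was not always enough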;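 further: 100% uses oxytocin at 75 nM as the full agonist control; some results filed as inactive read as strong as hits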
Target sequence (P30559 whole entry, looked up): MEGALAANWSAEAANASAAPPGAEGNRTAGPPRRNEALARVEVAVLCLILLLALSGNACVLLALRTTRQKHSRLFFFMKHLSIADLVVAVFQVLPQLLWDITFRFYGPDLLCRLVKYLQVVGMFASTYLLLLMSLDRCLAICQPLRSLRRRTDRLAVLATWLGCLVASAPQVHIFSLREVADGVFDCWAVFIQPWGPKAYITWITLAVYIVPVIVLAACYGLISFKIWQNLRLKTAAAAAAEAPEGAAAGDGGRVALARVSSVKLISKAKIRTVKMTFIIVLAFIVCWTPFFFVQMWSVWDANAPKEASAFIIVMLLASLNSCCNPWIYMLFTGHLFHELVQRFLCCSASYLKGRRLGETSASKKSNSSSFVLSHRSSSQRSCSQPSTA
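System: human OTR in CHO cells / Also added: sub-maximal oxytocin, roughly EC15 / Control set: EC15 oxytocin low, 75 nM oxytocin high / Schedule: 6 min compound pre-incubation at room temperature, 100 s kinetic read / Compound: single-point 3.0 µM / Replication: singlicate / Technique: Fluo-8 calcium dye fluorescence / Read-out basis: % activation of max/min ratio relative to oxytocin controls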
M1 antag: human M1 muscarinic receptor antagonists, primary screen, CHO-K1 cells, Fluo-8 calcium fluorescence, 1536-well. AID 588852, 2011. inhibition, % at 3 µM. Muscarinic acetylcholine receptor M1 (Homo sapiens), P11229. CHO-K1 hM1, ACh EC80 antagonist. actives 1.3% (n = 360,000);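 active means percent inhibition above its own plate's cutoff, namely the mean of that plate's compound wells plus 3 SD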;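 further: peak over basal fluorescence ratio during 140 s after agonist addition; 0% = ACh EC80 plus DMSO and 100% = DMSO alone without agonist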
M1 ag: human M1 muscarinic receptor agonists, primary screen, Fluo-8 calcium fluorescence, CHO-K1 cells, HTS; Muscarinic acetylcholine receptor M1 (Homo sapiens), P11229; actives 0.33% (n = 360,000); CHO-K1 hM1, agonist mode; 0% DMSO, 100% acetylcholine EC100; activation, % at 3 µM; AID 588814, 2011;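 active means activation above the run's mean compound activation plus 3 SD, cut at about 16% in these data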;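 further: peak over basal fluorescence ratio within a 140 s kinetic read after compound addition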
CHO-K1 Ca PAM: nonselective calcium activators in parental CHO-K1 cells, primary screen, counter-screen for M1 PAM project, cell-based, Fluo-8 calcium fluorescence, full deck, 1536-well. ATP EC20; 0% at ATP EC20, 100% at ATP max. activation, % at 3 µM. actives 0.02% (n = 360,000). AID 602247, 2012;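 active means activation above the run cutoff, the mean activation of all test compounds plus 3 SD, cut at about 40% in these data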;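 further: peak over basal fluorescence ratio in a 140 s read after ATP addition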
TAAR1 agonist: human TAAR1 agonists, primary screen, Fluo-8 calcium fluorescence, CHO RD-HGA16 cells. Trace amine-associated receptor 1 (Homo sapiens), Q96RJ0. vehicle wells 0%, saturating PEA agonist 100%. activation, % at 3 µM. actives 0.99% (n = 360,000);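 active means activation above the mean activation of all test compounds in the run plus 3 SD, cut at about 38% in these data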
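Test system: RD-HGA16 (CHO) cells co-expressing Gα16 and hTAAR1; dosing: one-point dosing at 3 µM (nominal); timing: 17-24 h seeding, 75 min 37 °C dye, 30 min RT; signal: kinetic Fluo-8 calcium fluorescence; read-out basis: % activation relative to PEA EC100 response; controls: DMSO and PEA EC100; replicates: n 1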
* hit, by the source's call; . = not tested or not shown.

Molecule	CHO-K1 Ca antag	TAAR1 antagonist	CHO parental Ca	M1 ag parental	OXTR potentiator	M1 antag	M1 ag	CHO-K1 Ca PAM	TAAR1 agonist
CCOC(=O)c1cccc(NC(=O)CCc2nnc3ccc(N4CCCCC4)nn23)c1	-10	-46	-38	0.9	-5	-11	-6	-4	-1
CN(C)S(=O)(=O)c1ccc(C(=O)Oc2ccccc2)cc1	18	-2	-8	-0.1	-15	6	-2	-6	3
COc1cc(/C=N/OCC(=O)NC2CCS(=O)(=O)C2)ccc1OC(F)F (stereo not given)	-12	-14	-6	3.5	-3	-11	-4	22	3
C/C(=N\N1CCN(Cc2ccc(C)cc2)CC1)c1ccco1	-1	-5	-9	0.2	-3	-2	-10	10	8
COc1ccc(OC)c(N(CC(=O)Nc2cccnc2)S(=O)(=O)c2ccccc2)c1	0	-5	-11	2.2	-4	-2	0	13	14
Cc1noc(N)c1C(=O)Nc1ccccc1F	-17	-13	-11	0.6	-6	-10	0	11	1
Cc1cc(C)c(NC(=O)C2C3/C=C\CCCCC32)c(C)c1 (stereo not given)	-13	-11	0	0.6	0	-27	1	19	4
COc1ccc(C2CC(c3cccc(OC)c3)=NN2c2ccc(S(N)(=O)=O)cc2)cc1 (stereo not given)	-1	-7	.	0.3	.	-5	0	11	9
COC(=O)c1ccc(C2NC(=O)c3c(sc(C)c3C)N2)cc1 (stereo not given)	-7	-21	-4	2.9	9	8	-3	12	2
CCC(=O)Oc1ccc(-c2cnc3ccccc3n2)cc1	-4	-26	-11	0.1	-2	-17	-2	-12	3
CCOc1ccc(NC(=O)Cn2nnc(C(=O)NCc3ccc4c(c3)OCO4)c2N)cc1	-9	-18	-4	0.9	0	-3	-2	-10	2
O=C(NC1CCCCC1)c1cc(N2C(=O)CCC2=O)ccc1Cl	5	10	5	-0.1	-2	-17	0	12	-1
COc1ccc(OC)c(CNC(=O)c2ccc(C)c(NC(=O)C3=C(C)OCCS3)c2)c1	8	-12	-14	1.2	5	5	-3	-13	1
COc1ccc(-c2csc3nc(-c4ccccc4F)oc(=O)c23)cc1OC	-16	14	-8	0.1	-1	-13	-1	-3	0
O=C(CCc1ccc(S(=O)(=O)NCc2ccccc2)cc1)NCC1CCCO1 (stereo not given)	-3	3	-1	0.6	-2	-6	-6	4	2
COCCSc1nnc(NS(=O)(=O)Cc2ccccc2)s1	-10	-6	-1	0.3	3	14	-4	-5	17
CCCOc1ccc(C2C(C(=O)c3cc4ccccc4o3)=C(O)C(=O)N2c2cc(C)on2)cc1 (stereo not given)	3	-20	-7	2.0	-1	3	0	19	1
O=C(CN1C(=O)c2ccccc2C1=O)N1CCCCC1	-6	8	-6	0.0	0	-21	-1	12	7
COc1cc(NC(=O)COC(=O)CC2CC3CCC2C3)cc(OC)c1 (stereo not given)	4	21	-11	4.6	-5	-3	3	7	0
COc1ccc(CNC(=O)c2ccc(Br)s2)cc1OC	-3	-2	-6	2.8	-1	-3	-1	-1	3
CCOc1cc(N2CCOCC2)c(OCC)cc1NC(=O)COC(=O)c1cc2ccccc2cc1O	-6	7	-21	0.1	-2	1	-4	5	5
COCCCn1c(SCC(=O)Nc2nnc(C)s2)nnc1-c1ccoc1C	2	12	-12	2.1	0	9	-2	-2	7
COc1ccc2cc(C)c3nnc(SCc4cccnc4)n3c2c1	6	8	-12	0.4	2	-4	-14	15	1
CC(=O)Nc1cc2c(cc1NC(=O)Cn1nc(-c3ccccc3F)ccc1=O)OCCO2	1	15	-9	0.1	-2	-6	-3	-1	12
CC1(C)CC(=O)C2=C(C1)OC(N)=C(C#N)C2c1cc2c(cc1[N+](=O)[O-])OCO2 (stereo not given)	15	5	1	2.9	-6	38*	-10	-11	7
COc1ccc(N(CC(=O)NC2CCCC2)C(=O)Cn2nnc(-c3ccc(C)cc3)n2)cc1OC	-21	-8	-2	0.2	-3	-10	6	-8	2
O=C(Cc1cccc2ccccc12)Nc1ccc(O)cc1C(=O)O	-3	-10	-4	0.1	-9	-10	2	-2	-2
CCN1C(=O)c2cccc3c(S(=O)(=O)N(C(=O)c4ccncc4)c4ccc(OC)cc4)ccc1c23	-6	66*	-4	7.2	-10	7	-7	21	13
CCN1CCC2(CC1)C(C#N)=C(N)Oc1c2sc2nc(C)cc(C)c12	11	-2	0	1.2	-9	-17	-1	-1	16
COc1ccc(N2CC(C(=O)N[C@@H](C)C(=O)NC(C)c3ccccc3)CC2=O)cc1 (stereo not given in full)	-7	-28	13	-0.2	-6	-14	-2	2	4

Next part, overlapping the part above by 2 compounds.
Molecule	CHO-K1 Ca antag	TAAR1 antagonist	CHO parental Ca	M1 ag parental	OXTR potentiator	M1 antag	M1 ag	CHO-K1 Ca PAM	TAAR1 agonist
CCN1CCC2(CC1)C(C#N)=C(N)Oc1c2sc2nc(C)cc(C)c12	11	-2	0	1.2	-9	-17	-1	-1	16
COc1ccc(N2CC(C(=O)N[C@@H](C)C(=O)NC(C)c3ccccc3)CC2=O)cc1 (stereo not given in full)	-7	-28	13	-0.2	-6	-14	-2	2	4
CN(CCOc1ccc(Br)cc1)C(=O)CNC(=O)c1ccc2ccccc2c1	-24	-13	-30	3.1	-7	-1	-5	1	-3
Cc1c(C)c2ccc(OCC(=O)N3CCC[C@@H]3C(=O)O)c(C)c2oc1=O	5	17	-3	0.2	-5	-10	-1	1	0
COc1ccc(N2CC(C(=O)Nc3ccncc3)CC2=O)cc1 (stereo not given)	-11	-6	-7	0.3	-5	-10	-4	10	-1
NC(=O)C1(N2CCCCC2)CCN(S(=O)(=O)c2ccccc2)CC1	3	-10	-14	7.7	1	-10	-2	28	0
CC(=O)Nc1cccc(OCCCNC(=O)c2ccc(F)cc2)c1	-5	6	-5	0.8	1	3	-3	9	1
CCN1CCN(C(=O)c2cc3c(=O)n(C)c4ccccc4c3n2C)CC1	8	10	-9	-0.2	-8	5	-7	-8	1
O=C(CN1CCCC1)NC1C2CC3CC(C2)CC1C3 (stereo not given)	-10	-4	0	1.3	1	0	-7	26	8
CC(=O)Nc1sc(C)c(C)c1C(=O)OCC(=O)NCc1ccc(F)cc1	-14	-5	-18	0.6	-2	4	-4	-4	7
CCOC(=O)C1=C(C)N(C)C(C)=C(C(=O)OCC)C1c1ccccc1	-12	-10	-22	-0.6	0	-12	-6	17	9
O=C(CN1C(=O)C(=O)N(C2CCCC2)C1=O)Nc1cc(Cl)ccc1[N+](=O)[O-]	-6	-3	-8	-0.2	-6	-13	2	5	-1
CS(=O)(=O)c1ccc(C(=O)OCC(=O)c2ccc(Cl)s2)cc1	-13	-22	8	0.6	-6	-9	-6	10	2
Cc1ccc(-c2nnc(N3CCN(C(=O)c4cccs4)CC3)c3ccccc23)cc1	-12	-25	-22	0.7	-1	-7	-6	18	3
O=C(CSc1cccc[n+]1[O-])c1ccc(Cl)cc1	-8	-7	-11	-0.5	-20	-15	-3	11	1
COc1cc2c(C#CCO)c(-c3ccc(C#N)cc3)oc(=O)c2cc1OC	-9	-21	-6	0.3	-7	-1	-5	13	6
CC(C)CC(N)c1csc(Nc2cnccn2)n1 (stereo not given)	10	-30	.	0.0	.	-8	-2	-15	3
COc1ccc(Cn2nnc(C(=O)Nc3ccc(F)cc3)c2N)cc1	-3	-15	-4	2.1	-5	-23	3	8	15
Cc1ccccc1C(=O)N1CCN(c2ccccn2)CC1	-6	-8	-8	0.1	-1	3	0	12	6
c1ccc(-c2cc3nccc(-c4ccccn4)n3n2)cc1	0	-11	0	-0.3	-1	-3	-9	16	-2
O=C(COc1ccc(S(=O)(=O)Nc2ccc(Cl)cc2)cc1)N1CCOCC1	0	30	4	9.6	-16	6	18*	6	57*
CCN(CC(=O)NC1CCS(=O)(=O)C1)C(=O)c1ccc(OC)c([N+](=O)[O-])c1 (stereo not given)	-2	-5	-6	0.1	-5	17	-4	-16	0
COc1ccc(OC)c(N(C(=O)c2ccco2)C(C(=O)NC2CCCC2)c2cc(OC)c(OC)c(OC)c2)c1 (stereo not given)	-12	-16	-16	-0.2	-7	-3	-5	9	3
c1ccc(-c2nc(-c3ccncc3)n[nH]2)nc1	-12	32	-1	0.5	-3	-3	-2	5	1
O=C(NN=C1CCCCCCC1)C(=O)NC1CCCCC1	13	5	-3	-0.5	-5	-23	-3	-3	1
COC(=O)C(N)Cc1ccc(O)c(O)c1 (stereo not given)	-19	5	-9	0.6	-14	-13	-2	12	2
CCOc1ccc2c(c1)-c1c(ssc1=S)C(C)(C)N2C(=O)CSC1=NCCS1	-7	-5	-3	-0.2	-7	-8	-6	8	-1
CCc1nc2c(OCc3ccc(C(=O)OC)cc3)cccn2c1N(C)C(=O)CC(C)C	15	-7	.	-0.1	.	32	-9	-4	-2
Cc1ccccc1CSc1nnc(CCCCCNC(=O)OC(C)(C)C)o1	-10	-8	-23	4.8	-11	-12	-2	3	4
CCCCOc1ccc(C(=O)N/C(=C\c2ccc(OC)cc2)C(=O)OCc2ccco2)cc1	-19	2	3	16*	-4	-6	-3	23	7
CCCCCC(=O)Nc1cc2[nH]c(=O)cc(COC)c2cc1C	-3	-12	-20	0.2	-7	-7	-2	0	1
CC(C)(C)C(=O)CSc1nc(N)cc(=O)[nH]1	-17	-24	-6	1.1	0	-6	-3	14	2
COCOc1ccc(-c2oc3c(C/C=C(\C)CCC=C(C)C)ccc(O)c3c(=O)c2OCOC)c(OCOC)c1	1	.	-6	0.1	0	-12	-2	13	.
COc1cccc(NC(=O)c2ccc3c(c2)CCN3S(C)(=O)=O)c1	-6	24	0	4.9	-16	-9	-3	8	10
NC(=S)Nc1ccc2cn[nH]c2c1	-10	-25	9	0.8	1	9	-3	-4	2

Screens (PubChem)
